TcdB GH inh – blocks C. difficile toxin B glycohydrolase activity. P18177. TcdB glycohydrolase enzymatic assay, plate reader. inhibition, % at 9.99 µM. actives 0.24% (n = 350,000). AID 652162; in the data active = inhibition above about 10%
Target sequence (P18177 whole entry, looked up): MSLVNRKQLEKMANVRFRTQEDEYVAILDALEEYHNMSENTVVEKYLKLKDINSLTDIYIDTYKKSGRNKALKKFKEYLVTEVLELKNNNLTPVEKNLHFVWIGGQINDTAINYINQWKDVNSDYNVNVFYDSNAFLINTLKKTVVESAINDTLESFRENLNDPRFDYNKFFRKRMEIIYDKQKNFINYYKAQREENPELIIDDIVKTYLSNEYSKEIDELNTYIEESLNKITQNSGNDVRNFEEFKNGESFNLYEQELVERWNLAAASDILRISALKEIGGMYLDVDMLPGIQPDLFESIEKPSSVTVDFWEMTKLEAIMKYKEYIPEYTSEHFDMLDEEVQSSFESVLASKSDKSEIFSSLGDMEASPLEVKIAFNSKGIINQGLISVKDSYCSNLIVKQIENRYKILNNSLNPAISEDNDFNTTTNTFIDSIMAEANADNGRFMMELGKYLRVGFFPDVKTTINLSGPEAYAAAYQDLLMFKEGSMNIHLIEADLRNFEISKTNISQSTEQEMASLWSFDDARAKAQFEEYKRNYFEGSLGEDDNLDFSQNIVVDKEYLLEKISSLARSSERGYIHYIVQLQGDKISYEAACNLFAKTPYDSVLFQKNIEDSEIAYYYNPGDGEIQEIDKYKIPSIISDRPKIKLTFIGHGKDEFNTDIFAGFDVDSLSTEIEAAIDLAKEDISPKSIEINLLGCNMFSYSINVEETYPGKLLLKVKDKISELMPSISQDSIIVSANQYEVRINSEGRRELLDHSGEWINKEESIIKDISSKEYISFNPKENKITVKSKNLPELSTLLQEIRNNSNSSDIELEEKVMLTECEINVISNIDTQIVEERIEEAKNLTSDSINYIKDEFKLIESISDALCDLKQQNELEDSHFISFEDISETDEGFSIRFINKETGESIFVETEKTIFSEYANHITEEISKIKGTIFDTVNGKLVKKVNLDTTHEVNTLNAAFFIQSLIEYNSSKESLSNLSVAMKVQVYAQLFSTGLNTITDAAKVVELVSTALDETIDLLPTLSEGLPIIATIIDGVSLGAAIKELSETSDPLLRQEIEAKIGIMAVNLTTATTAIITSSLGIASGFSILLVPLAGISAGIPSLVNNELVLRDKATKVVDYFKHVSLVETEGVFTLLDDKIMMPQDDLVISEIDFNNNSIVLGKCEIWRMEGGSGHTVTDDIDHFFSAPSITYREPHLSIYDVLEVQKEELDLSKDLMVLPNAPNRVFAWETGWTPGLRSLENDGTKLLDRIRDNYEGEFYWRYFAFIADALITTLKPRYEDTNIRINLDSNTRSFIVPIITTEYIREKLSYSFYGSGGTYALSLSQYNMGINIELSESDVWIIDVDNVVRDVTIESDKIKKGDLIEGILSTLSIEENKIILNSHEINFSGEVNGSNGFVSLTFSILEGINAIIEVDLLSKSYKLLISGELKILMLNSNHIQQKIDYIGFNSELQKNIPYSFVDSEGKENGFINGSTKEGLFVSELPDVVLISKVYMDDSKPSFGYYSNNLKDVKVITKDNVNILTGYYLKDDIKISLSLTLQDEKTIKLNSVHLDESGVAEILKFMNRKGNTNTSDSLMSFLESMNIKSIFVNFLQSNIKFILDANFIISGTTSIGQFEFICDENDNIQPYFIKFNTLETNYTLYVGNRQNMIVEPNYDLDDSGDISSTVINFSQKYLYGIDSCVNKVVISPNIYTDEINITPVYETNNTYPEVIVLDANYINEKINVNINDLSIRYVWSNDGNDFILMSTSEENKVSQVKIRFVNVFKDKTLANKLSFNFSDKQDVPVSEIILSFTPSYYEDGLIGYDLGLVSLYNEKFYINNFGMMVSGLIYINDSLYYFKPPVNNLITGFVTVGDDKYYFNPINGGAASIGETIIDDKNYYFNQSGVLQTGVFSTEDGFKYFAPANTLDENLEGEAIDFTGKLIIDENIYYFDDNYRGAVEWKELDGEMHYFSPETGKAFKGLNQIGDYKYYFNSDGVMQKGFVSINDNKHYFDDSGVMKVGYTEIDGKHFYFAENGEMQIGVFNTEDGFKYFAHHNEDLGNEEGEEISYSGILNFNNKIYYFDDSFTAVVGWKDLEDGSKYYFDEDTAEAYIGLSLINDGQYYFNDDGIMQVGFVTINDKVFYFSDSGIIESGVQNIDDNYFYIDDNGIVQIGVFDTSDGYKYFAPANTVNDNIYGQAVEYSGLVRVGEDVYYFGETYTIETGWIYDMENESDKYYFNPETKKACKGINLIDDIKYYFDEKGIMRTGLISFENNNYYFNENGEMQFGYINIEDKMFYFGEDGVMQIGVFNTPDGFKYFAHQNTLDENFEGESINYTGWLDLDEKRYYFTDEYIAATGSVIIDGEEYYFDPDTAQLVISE
An asterisk follows results filed as active. An excerpt; the hit share may differ from the screen's.

mol,TcdB GH inh
C[C@H](CO)N1C[C@H](C)[C@H](CN(C)C(=O)Nc2cccc3ccccc23)Oc2ccc(NC(=O)Cc3cn(C)c4ccccc34)cc2C1=O,-0.4
C/C=C/c1ccc2c(c1)O[C@@H](CN(C)C(=O)c1ccncc1)[C@@H](C)CN([C@@H](C)CO)S2(=O)=O,-0.7
COc1ccc(C#Cc2ccc3c(c2)[C@]2(C(=O)N3)[C@H](c3ccccc3OCCO)N3[C@H](c4ccccc4)[C@H](c4ccccc4)OC(=O)[C@H]3[C@@H]2C(=O)N2CCCCCCC2)cc1,-1.3
Cc1ccc(S(=O)(=O)N(C)C[C@H]2Oc3cc(C#Cc4ccccc4)ccc3S(=O)(=O)N([C@@H](C)CO)C[C@H]2C)cc1,-0.3
C[C@@H]1CN([C@H](C)CO)C(=O)Cc2cc(NS(=O)(=O)c3ccccc3)ccc2O[C@H]1CN(C)C(=O)NC1CCCCC1,-1.7
CO[C@@H]1CN(C)C(=O)c2ccc(NC(=O)c3cnccn3)cc2OC[C@@H](C)N(C(=O)C2CC2)C[C@@H]1C,-0.5
C/C=C/c1ccc([C@H]2[C@@H](C#N)N(C(=O)Cc3ccccn3)[C@H]2CO)cc1,0.8
COc1ccc(NC(=O)N(C)C[C@H]2OCCCC[C@@H](C)Oc3ccc(NS(=O)(=O)c4ccc(C)cc4)cc3C(=O)N([C@H](C)CO)C[C@@H]2C)cc1,1.0
CCC(=O)N1C[C@H](C)[C@H](OC)CN(C)C(=O)c2cc(NC(=O)C3CC3)ccc2OC[C@H]1C,0.1
C[C@@H]1CCCCO[C@H](CN(C)S(=O)(=O)c2cn(C)cn2)[C@H](C)CN([C@H](C)CO)C(=O)c2cc(NS(=O)(=O)c3ccccc3)ccc2O1,-0.6
Cc1cccc(-c2ccc([C@@H]3[C@@H](CO)N4CCCCN(CCC(F)(F)F)C[C@@H]34)cc2)c1,1.0
C[C@H](CO)N1C[C@H](C)[C@@H](CN(C)Cc2ccc(-c3ccccc3)cc2)Oc2ccc(NC(=O)CCC(F)(F)F)cc2CC1=O,0.6
C[C@@H]1CN([C@H](C)CO)C(=O)c2cc(/C=C/c3ccccc3)cnc2O[C@@H]1CN(C)Cc1cccnc1,1.0
C[C@H](CO)N1C[C@H](C)[C@@H](CN(C)C(=O)Nc2ccccc2)Oc2ccc(NC(=O)CCCCCC(=O)Nc3ccccc3N)cc2CC1=O,-0.2
O=C(c1cccc(F)c1)N1CC(=O)N2[C@H](CO)[C@@H](c3ccc(C#Cc4ccc(F)cc4)cc3)[C@H]2C1,0.7
O=C(C[C@@H]1C[C@H]2c3cc(NC(=O)NC4CCCCC4)ccc3O[C@H]2[C@@H](CO)O1)NCc1ccccc1,-0.4
COc1cccc(-c2cnc3c(c2)C(=O)N([C@H](C)CO)C[C@@H](C)[C@H](CN(C)Cc2cccnc2)O3)c1,0.8
C[C@@H]1CN([C@@H](C)CO)S(=O)(=O)c2ccc(C#Cc3ccccc3)cc2O[C@@H]1CN(C)S(C)(=O)=O,0.7
O=C(C[C@@H]1C[C@@H]2c3cc(NC(=O)C4CCC4)ccc3O[C@@H]2[C@@H](CO)O1)NCC(F)(F)F,0.0
C[C@H]1CN([C@@H](C)CO)C(=O)c2cc(NS(=O)(=O)c3ccccc3)ccc2O[C@H]1CN(C)Cc1ccc(Oc2ccccc2)cc1,-0.8
Cc1noc(C)c1S(=O)(=O)N(C)C[C@@H]1OCCCC[C@H](C)Oc2ccc(NC(=O)Cc3ccccc3)cc2C(=O)N([C@H](C)CO)C[C@H]1C,-1.3
Cc1noc(C)c1S(=O)(=O)N(C)C[C@@H]1OCc2ccccc2-c2c(n(C)c3ccccc23)C(=O)N([C@H](C)CO)C[C@H]1C,0.4
Cc1noc(C)c1NC(=O)N(C)C[C@@H]1Oc2ccc(NC(=O)CCC(F)(F)F)cc2C(=O)N([C@H](C)CO)C[C@@H]1C,-0.5
CCC(=O)N1CC2(CN(C(=O)Nc3ccccc3F)C2)c2c([nH]c3cc(OC)ccc23)[C@H]1CO,3.4
C[C@H](CO)N1C[C@H](C)[C@H](CN(C)S(=O)(=O)c2cccs2)Oc2ccc(NC(=O)Nc3ccc4c(c3)OCO4)cc2C1=O,1.4
C[C@H]1CN([C@@H](C)CO)C(=O)c2cc(-c3ccc(C(=O)N(C)C)cc3)cnc2O[C@@H]1CN(C)C(=O)CN(C)C,1.1
CCCNC(=O)N1[C@H](C#N)[C@@H](c2ccccc2-c2ccccc2F)[C@@H]1CO,1.4
CNC[C@H]1Oc2c(NC(=O)Nc3ccc(OC)cc3)cccc2C(=O)N([C@@H](C)CO)C[C@@H]1C,0.5
COc1ccc(NC(=O)Nc2ccc3c(c2)C(=O)N([C@H](C)CO)C[C@@H](C)[C@@H](CN(C)S(=O)(=O)c2cccs2)OCCCC[C@@H](C)O3)cc1,0.3
COc1ccc(-c2ccc3c(c2)[C@@H]2[C@@H](CCN2C(=O)Cc2cccnc2)[C@@H](CO)N3C)cc1,1.7

Structures from the list above that contain an aryl methoxy group:
mol,TcdB GH inh
COc1ccc(C#Cc2ccc3c(c2)[C@]2(C(=O)N3)[C@H](c3ccccc3OCCO)N3[C@H](c4ccccc4)[C@H](c4ccccc4)OC(=O)[C@H]3[C@@H]2C(=O)N2CCCCCCC2)cc1,-1.3
COc1ccc(NC(=O)N(C)C[C@H]2OCCCC[C@@H](C)Oc3ccc(NS(=O)(=O)c4ccc(C)cc4)cc3C(=O)N([C@H](C)CO)C[C@@H]2C)cc1,1.0
COc1cccc(-c2cnc3c(c2)C(=O)N([C@H](C)CO)C[C@@H](C)[C@H](CN(C)Cc2cccnc2)O3)c1,0.8
CCC(=O)N1CC2(CN(C(=O)Nc3ccccc3F)C2)c2c([nH]c3cc(OC)ccc23)[C@H]1CO,3.4
CNC[C@H]1Oc2c(NC(=O)Nc3ccc(OC)cc3)cccc2C(=O)N([C@@H](C)CO)C[C@@H]1C,0.5
COc1ccc(NC(=O)Nc2ccc3c(c2)C(=O)N([C@H](C)CO)C[C@@H](C)[C@@H](CN(C)S(=O)(=O)c2cccs2)OCCCC[C@@H](C)O3)cc1,0.3
COc1ccc(-c2ccc3c(c2)[C@@H]2[C@@H](CCN2C(=O)Cc2cccnc2)[C@@H](CO)N3C)cc1,1.7

Returning to the listing, repeating the 2 entries before the break.
mol,TcdB GH inh
COc1ccc(NC(=O)Nc2ccc3c(c2)C(=O)N([C@H](C)CO)C[C@@H](C)[C@@H](CN(C)S(=O)(=O)c2cccs2)OCCCC[C@@H](C)O3)cc1,0.3
COc1ccc(-c2ccc3c(c2)[C@@H]2[C@@H](CCN2C(=O)Cc2cccnc2)[C@@H](CO)N3C)cc1,1.7
COc1cccc(C(=O)Nc2ccc3c(c2)C(=O)N(C)[C@H]2CC[C@H](CC(=O)NCC(F)(F)F)O[C@@H]2CO3)c1,0.6
COc1cccc(CNC(=O)[C@@H]2[C@@H](CO)[C@@H]3Cn4c(ccc(C5=CCCC5)c4=O)[C@@H]3N2CC2CC2)c1,0.3
CNC[C@H]1OCCCC[C@@H](C)Oc2ccc(NC(=O)c3ccncc3)cc2C(=O)N([C@@H](C)CO)C[C@@H]1C,0.5
CC(C)CC#Cc1ccc2c(c1)O[C@H](CN(C)CC1CCOCC1)[C@H](C)CN([C@@H](C)CO)S2(=O)=O,1.2
Cc1ccc(-c2ccc([C@@H]3[C@H](CO)N4CCCCN(S(=O)(=O)c5cccc(C)c5)C[C@@H]34)cc2)cc1,-0.4
CN(C)C(=O)c1ccc(-c2ccccc2[C@@H]2[C@H](C#N)N(C(=O)C3CCCC3)[C@H]2CO)cc1,-5.0
C[C@H]1CN([C@@H](C)CO)C(=O)c2cc(NC(=O)Nc3ccccc3)ccc2O[C@@H]1CN(C)C,-0.1
CN1C(=O)c2cc(NC(=O)c3cccc(F)c3)ccc2OC[C@H]2O[C@H](CC(=O)NCC3CC3)CC[C@H]21,0.2
C[C@@H]1CN([C@H](C)CO)C(=O)c2cc(NS(=O)(=O)c3cn(C)cn3)ccc2O[C@H]1CN(C)Cc1ccncc1,0.4
CN1C(=O)c2cc(NS(=O)(=O)CC(F)(F)F)ccc2OC[C@H]2O[C@@H](CC(=O)Nc3cccc(F)c3)CC[C@@H]21,-0.9
CCCNC(=O)N1CC2(CCN(CC3CCCCC3)CC2)c2c(n(C)c3cc(OC)ccc23)[C@H]1CO,0.8
COc1ccc(NC(=O)Nc2ccc3c(c2)C(=O)N([C@H](C)CO)C[C@H](C)[C@@H](CN(C)S(=O)(=O)c2cccs2)OCCCC[C@H](C)O3)cc1,0.0
COc1cccc(S(=O)(=O)Nc2ccc3c(c2)OC[C@H](C)N(C(=O)Cc2cccnc2)C[C@@H](C)[C@H](OC)CN(C)C3=O)c1,1.1
O=C(NC1CCCC1)[C@H]1[C@H](CO)[C@H]2Cn3c(ccc(-c4ccccc4)c3=O)[C@@H]1N2CC1CC1,-0.2
O=C(C[C@H]1C[C@@H]2c3cc(NS(=O)(=O)c4ccc(F)cc4)ccc3O[C@@H]2[C@H](CO)O1)N1CCc2ccccc2C1,-0.3
O=C(CN1CCOCC1)N1CCCCN2[C@H](CO)[C@@H](c3ccc(-c4ccccc4F)cc3)[C@@H]2C1,-0.8
C[C@H](CO)N1C[C@H](C)[C@H](CN(C)Cc2cccnc2)Oc2cc(C3=CCCCC3)ccc2S1(=O)=O,1.3
CN(C)C(=O)c1ccc(-c2ccc(C3[C@H]4CNC[C@@H]3N4C(=O)NC3CCCCC3)cc2)cc1 (stereo partly specified),-2.2
Cc1noc(C)c1S(=O)(=O)N(C)C[C@H]1Oc2ccc(NC(=O)Cc3cn(C)c4ccccc34)cc2CC(=O)N([C@H](C)CO)C[C@H]1C,-0.4
N#C[C@@H]1[C@H](c2ccc(C#Cc3ccc(F)cc3)cc2)[C@@H](CO)N1C(=O)Nc1ccc(F)cc1,0.3
C[C@H](CO)N1C[C@H](C)[C@H](CN(C)Cc2ccccc2)Oc2cc(Br)ccc2S1(=O)=O,-1.4
Cc1noc(C)c1NC(=O)N(C)C[C@H]1Oc2c(NS(=O)(=O)c3c(C)noc3C)cccc2C(=O)N([C@H](C)CO)C[C@H]1C,2.8
Cc1noc(C)c1NC(=O)N[C@@H]1CC[C@@H](CC(=O)Nc2ccccc2)O[C@H]1CO,2.3
C[C@@H]1CN([C@H](C)CO)C(=O)c2cc(NS(=O)(=O)c3ccc(F)cc3)ccc2O[C@@H](C)CCCCO[C@@H]1CN(C)C(=O)C1CCCCC1,0.4
C[C@@H]1CN([C@H](C)CO)C(=O)c2cc(NC(=O)Cc3cn(C)c4ccccc34)ccc2O[C@H]1CN(C)S(=O)(=O)c1cccs1,-0.3
O=S(=O)(Cc1ccccc1)N1CCCCN2[C@H](CO)[C@@H](c3ccc(-c4cncnc4)cc3)[C@@H]2C1,-2.7
COc1ccccc1CNC(=O)C[C@H]1C[C@@H]2c3cc(NC(=O)NC4CCCC4)ccc3O[C@@H]2[C@@H](CO)O1,-0.3
C[C@@H]1CN([C@@H](C)CO)C(=O)c2cccc(NS(C)(=O)=O)c2O[C@@H]1CN(C)Cc1ccc(C(=O)O)cc1,0.2
CN(C)C(=O)c1cccc(-c2ccccc2[C@H]2[C@@H](CO)N(C(=O)C3CCCC3)[C@H]2C#N)c1,-8.8
O=C(Nc1ccccc1)[C@@H]1[C@@H](CO)[C@@H]2Cn3c(cccc3=O)[C@@H]2N1CC1CCOCC1,0.1
O=C(Nc1ccc(C(F)(F)F)cc1)N[C@@H]1CC[C@@H](CCNC(=O)c2ccccc2F)O[C@H]1CO,-0.3
C[C@H]1CN([C@@H](C)CO)C(=O)c2cc(NS(=O)(=O)c3cn(C)cn3)ccc2O[C@@H]1CN(C)Cc1ccc2c(c1)OCO2,0.4
COc1ccc(NC(=O)Nc2ccc3c(c2)C(=O)N([C@H](C)CO)C[C@@H](C)[C@@H](CN(C)Cc2ccc(-c4ccccc4)cc2)O3)cc1,0.3
O=C(C[C@H]1C=C[C@H](NC(=O)C2CCOCC2)[C@@H](CO)O1)NCc1ccncc1,-1.3
CCC(=O)N(C)C[C@@H]1Oc2cc(-c3ccccc3)ccc2S(=O)(=O)N([C@H](C)CO)C[C@H]1C,0.1
Cc1noc(C)c1S(=O)(=O)Nc1ccc2c(c1)CC(=O)N([C@H](C)CO)C[C@@H](C)[C@@H](CN(C)CC1CCCCC1)O2,-0.4
O=C(C[C@@H]1CC[C@H](NS(=O)(=O)c2ccccc2)[C@H](CO)O1)NCCN1CCCCC1,0.2
N#C[C@@H]1[C@H](c2ccc(C3=CCCCC3)cc2)[C@H](CO)N1C(=O)c1ccccn1,-1.0
C[C@H]1CN([C@@H](C)CO)C(=O)c2ccccc2-c2ccccc2CO[C@@H]1CN(C)C(=O)[C@H](Cc1ccccc1)N(C)C,1.6
C[C@H](CO)N1C[C@H](C)[C@@H](CN(C)C(=O)C2CCC2)Oc2ncc(-c3cccnc3)cc2C1=O,0.9
Cc1ccc(-c2ccc3c(c2)O[C@H](CN(C)Cc2cccnc2)[C@@H](C)CN([C@H](C)CO)S3(=O)=O)cc1,0.6
C[C@@H]1CN([C@H](C)CO)C(=O)Cc2cc(NC(=O)CCCCCC(=O)Nc3ccccc3N)ccc2O[C@@H]1CN(C)Cc1ccccc1,0.8
O=C(C[C@@H]1C[C@@H]2c3cc(NS(=O)(=O)c4ccc(F)cc4)ccc3O[C@@H]2[C@H](CO)O1)NCc1cc(F)ccc1F,-0.3
CCN1[C@@H]2Cn3c(ccc(C4=CCCCC4)c3=O)[C@H]1[C@@H](C(=O)NCCc1ccncc1)[C@@H]2CO,0.1
C[C@@H]1CN([C@H](C)CO)C(=O)CCCn2cc(nn2)CO[C@H]1CN(C)C(=O)CCCN(C)C,-0.3
C[C@H](CO)N1C[C@H](C)[C@H](CN(C)S(C)(=O)=O)Oc2c(NC(=O)CCCCCC(=O)Nc3ccccc3N)cccc2C1=O,-0.9
CO[C@H]1CN(C)C(=O)c2cc(NC(=O)c3cnccn3)ccc2OC[C@@H](C)N(C)C[C@@H]1C,-2.0
C[C@H]1CN([C@@H](C)CO)C(=O)c2cc(NC(=O)Nc3ccc4c(c3)OCO4)ccc2O[C@@H]1CN(C)S(=O)(=O)c1cccs1,-0.6

High-throughput results as filed in PubChem BioAssay.
